# CaV13 ICDI inh – Primary screen for inhibitors of IQ motif and Ca2+-dependent inactivation inhibitor domain binding in CACNA1D, Förster resonance energy transfer in living cells, … | hit rate 0.098% among 340,000 | inhibition, % at 12.3 µM | HEK cells, CFP/YFP FRET ICDI-IQ, plate reader, 10 min; percent FRET-ratio fall versus neutral wells;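 active = mean replicate inhibition of at least 30% and at least 1% of replicates passing that level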;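 also: 0% = median of the neutral control wells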
# Shn3 inh set2 – reduces Shn3 3'UTR luciferase signal in osteoblasts | Clone20 osteoblast Shn3 3'UTR firefly luciferase, 24 h | inhibition, % at 12.5 µM | hit rate 0.52% among 360,000 | AID 588674;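 active = mean inhibition of at least 75% with every replicate also reaching 75%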;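 also: 0% = median of neutral control wells and 100% = pilot-screen positive control compound; some compounds past the cut are filed as inactive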
# NR2E3 ag-1 – NR2E3 (human) agonism; Q9Y5X4; GST-NR2E3/biotin-RetCOR TR-FRET, 1536-well; inhibition of corepressor binding, % at 4.78 µM; hit rate 0.12% among 320,000; AID 2300;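 active = percent inhibition above the cutoff of mean plus 3 SD of all tested compounds, set per screening campaign, cut at about 20% in these data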;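 also: 0% = DMSO wells and 100% = biotin wells as full block of FRET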
# Target sequence (Q9Y5X4 whole entry, looked up): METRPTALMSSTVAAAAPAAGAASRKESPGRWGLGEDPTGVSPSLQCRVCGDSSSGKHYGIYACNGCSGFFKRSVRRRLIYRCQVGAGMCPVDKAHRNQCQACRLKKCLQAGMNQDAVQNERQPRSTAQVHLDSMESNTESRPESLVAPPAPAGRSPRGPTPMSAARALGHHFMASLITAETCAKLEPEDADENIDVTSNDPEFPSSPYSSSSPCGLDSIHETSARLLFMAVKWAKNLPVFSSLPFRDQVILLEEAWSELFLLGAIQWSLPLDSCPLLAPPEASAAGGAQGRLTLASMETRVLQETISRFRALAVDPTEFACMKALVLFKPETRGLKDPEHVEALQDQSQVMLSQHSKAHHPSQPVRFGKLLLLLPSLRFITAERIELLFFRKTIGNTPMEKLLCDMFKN
#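 Test system – NR2E3–RetCOR corepressor complex · Quantity – NR2E3 fusion 1.35 nM · Buffer or medium – Tris pH 7.5 · Incubation – Compound–protein incubation for 5 h at 4 °C · Technique – TR-FRET, Eu(K)-anti-GST donor, streptavidin-D2 acceptor, ex 340, em 617/671 nm · Evaluation – percent inhibition of 671/617 nm emission ratio versus biotin and DMSO controls · Plate – 1536-well format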
# NR2E3 ag-2 – agonists of human NR2E3 nuclear receptor; Q9Y5X4; hit rate 0.35% among 360,000; CHO-S Gal4-NCOR/VP16-NR2E3 two-hybrid, luciferase; AID 602229; inhibition of corepressor binding, % at 3.98 µM;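 active = inhibition above the mean of all tested compounds plus 3 SD, cut at about 70% in these data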;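 also: 0% = DMSO with NR2E3 transfected cells and 100% = cells lacking NR2E3 construct; higher means lower luciferase signal from less NR2E3 corepressor binding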
# H9c2 protect – modulators protecting cardiomyocytes from myocardial damage; protection from H2O2 cell death, % at 20 µM; hit rate 0.63% among 360,000; H9c2 cardiomyocytes, H2O2 injury protection, ATPLite, 2 h;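 active = compounds giving at least 50% protection of heart cells from peroxide-induced death in the single-dose screen, raw or plate-pattern-corrected value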;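 also: 0% = DMSO wells with peroxide and 100% = DMSO wells without peroxide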
# TRPM1 prom inh – MITF TRPM1 promoter inhibition in SK-MEL-5 cells. SK-MEL-5 TRPM1 promoter luciferase, 24 h. inhibition, % at 12.5 µM. hit rate 0.83% among 330,000. AID 488899;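 active = mean inhibition across replicates of 60% or more, whatever share of single replicates reaches that level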; also: values of inactives mirror those of a sister screen read the other way
# iPSC survival up – increases survival of single human iPS cells. survival enhancement, % at 20 µM. AID 602274. hiPSC single-cell survival, ATPlite luminescence; 100% = ROCK inhibitor wells, 0% = DMSO. hit rate 0.044% among 360,000; in the data active = survival enhancement above about 18%;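 also: cells exposed to compounds for 16 hours before the ATP read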
# Peg3 prom inh – inhibitors of Peg3 promoter. hit rate 1.7% among 360,000. HeLa PEG-Prom luciferase reporter, luminescence, overnight. AID 588405. inhibition, % at 20 µM;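 active = inhibition of at least 50% at 20 µM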
# HTR2A ag – mouse HTR2A agonism via beta-arrestin recruitment. P35363. activation, % at 7.6 µM. AID 624169. CHO-K1 mHTR2A beta-arrestin complementation, luminescence; percent of 30 µM serotonin response. hit rate 0.66% among 360,000;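 active = activation above a run cutoff, the mean activation of all tested compounds plus 3 SD, cut at about 14% in these data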;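 also: 0% = plate median of compound wells and 100% = 30 µM serotonin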
# Target sequence (P35363 whole entry, looked up): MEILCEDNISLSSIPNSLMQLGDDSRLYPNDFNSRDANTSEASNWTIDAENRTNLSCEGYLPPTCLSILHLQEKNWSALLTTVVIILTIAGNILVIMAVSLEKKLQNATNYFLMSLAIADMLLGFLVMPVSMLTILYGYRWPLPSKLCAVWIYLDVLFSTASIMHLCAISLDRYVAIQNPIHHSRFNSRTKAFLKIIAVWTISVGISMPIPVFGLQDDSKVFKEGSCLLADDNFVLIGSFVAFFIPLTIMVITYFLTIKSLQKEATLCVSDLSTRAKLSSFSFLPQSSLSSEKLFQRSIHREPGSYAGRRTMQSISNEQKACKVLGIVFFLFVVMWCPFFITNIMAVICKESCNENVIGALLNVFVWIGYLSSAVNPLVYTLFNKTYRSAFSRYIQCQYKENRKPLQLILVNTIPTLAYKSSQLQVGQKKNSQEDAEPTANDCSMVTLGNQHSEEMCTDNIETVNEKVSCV
# HIF-2a inh – inhibitors of HIF-2a. inhibition, % at 18.8 µM. hit rate 0.72% among 360,000. 786-0 RCC cells HIF-2a reporter, luciferase luminescence, overnight;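 active = inhibition of the luminescence signal of 40% or more relative to plate controls, in a single-dose primary screen at 18.75 µM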
# PDI turbidity – PDI (human) enzyme inhibition; P07237; PDI insulin aggregation turbidity, A650, 90 min; inhibition, % at 10 µM; hit rate 0.052% among 350,000;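 active = mean inhibition across replicates of 30% or more, whatever share of single replicates reach that level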;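 also: absorbance from insulin aggregation driven by PDI reduction with DTT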
# Active calls of the source: *; / = not tested or not shown. Only part of the results is shown, so the mix of outcomes need not match the whole.
SMILES,CaV13 ICDI inh,Shn3 inh set2,NR2E3 ag-1,NR2E3 ag-2,H9c2 protect,TRPM1 prom inh,iPSC survival up,Peg3 prom inh,HTR2A ag,HIF-2a inh,PDI turbidity
CCOC(=O)C1C(OC(=O)c2ccccc2)CC2CCC1N2C (stereo not drawn),/,0,/,-10,-4,-1,-0.9,2,6,11,-1
COC(=O)C1=C(c2ccc(OCc3ccccc3)cc2)C[C@@H]2CC[C@H]1N2C(=O)NCc1ccccc1OC,-5,51,/,-5,-19,/,0.8,25,-4,-8,8
N#CC1=C(N)Oc2cc(O)ccc2C1c1ccc2c(c1)OCO2 (stereo not drawn),144*,-8,6,-11,-2,1,0.5,18,-2,18,6
N[C@H](CO)Cc1ccccc1,-6,16,/,0,7,1,-0.3,-26,0,12,0
CSC1=NP(=S)(SC)N2CCCC2=C1C#N (stereo not drawn),-3,-8,0,-19,-2,1,-0.4,10,4,14,-2
O=C(CNC(=O)OCc1ccccc1)NCC(=O)Nc1ccc(Br)cc1C(=O)c1ccccc1,-4,22,6,1,4,-10,-1.6,12,6,20,9
CS(=O)(=O)N1Cc2cnnn2-c2ccccc2C1C#N (stereo not drawn),-9,-4,/,4,-1,5,0.9,0,-1,4,-6
COc1ccc(-n2nnnc2C(c2ccccc2)N2CCC3(CC2)C(=O)NCN3c2ccccc2)cc1 (stereo not drawn),-7,17,/,-31,2,/,-0.6,34,-1,12,/
COc1ccc(S(=O)(=O)NC(CC(=O)N2CCC3(CC2)OCCO3)c2ccco2)cc1 (stereo not drawn),-5,-5,-1,-17,13,10,2.3,-2,2,7,16
O=[N+]([O-])c1ccc(N2CCCC2)c(F)c1Br,-1,39,3,-29,-10,4,1.6,-15,3,-10,-11
NC(C(=O)O)c1cc(=O)[nH]o1 (stereo not drawn),-5,-6,0,-16,2,0,-2.3,-3,1,3,6
O=C(c1ccc2c(c1)N(Cc1ccc(F)cc1)CCS2)N1CCC2(CC1)OCCO2,-4,1,3,16,-4,8,1.1,-2,0,0,-2
COc1ccc2c(c1OC)CN1CCc3cc4c(cc3C1C2)OCO4 (stereo not drawn),-19,28,0,-15,-10,-13,-0.1,-23,-7,-24,21
COC(=O)C1=C(c2ccc(S(C)(=O)=O)cc2)C[C@@H]2CC[C@H]1N2C(=O)NCc1ccc(C(F)(F)F)cc1,-4,4,3,5,4,2,-1.8,7,-2,14,3
O=C(c1csc2c1CCCCC2)N1CCC2(CC1)OCCO2,-8,-18,1,-17,2,-8,-2.6,11,1,-12,5
Cc1cc(OCC(=O)NCC(O)c2ccccc2)c2c3c(c(=O)oc2c1)CCC3 (stereo not drawn),-16,6,-2,-14,10,-3,0.1,11,-3,3,-5
C[Se]C[C@@H](N)C(=O)O,-5,10,0,-23,11,-3,2.5,7,-6,-5,-19
Cc1cc(/C=C2\C(=O)NC(=O)N(c3ccc(Cl)cc3)C2=O)c(C)n1-c1sc2c(c1C#N)CCCC2,-63,22,6,-1,-14,1,1.7,17,2,2,-1
CC1(C)NCCN2C(=O)CSC21 (stereo not drawn),/,-2,-2,0,6,1,-2.5,25,10,10,-10
CN1C(=O)C(=Cc2ccc(OCCN(C)c3ccccn3)cc2)C(=O)N(C)C1=O,-5,-7,3,-2,-3,-11,0.0,-3,3,7,5
O=c1c2ccccc2nc(/C=C/c2ccc(O)c(O)c2)n1-c1ccccc1,-196,-55,0,-8,56*,7,-0.5,47,-9,10,10
C[C@]12CCCCC1=CC(=O)C1C2CC[C@@]2(C)C1C[C@@H](F)[C@@H]2O (stereo partly drawn),-5,-3,/,-40,-1,-6,-1.2,0,3,-7,5
COc1ccc(CN2CCCC(C(=O)c3cccc(Cl)c3)C2)cc1 (stereo not drawn),-6,5,0,-5,-6,5,-0.4,3,-4,17,14
CNS(=O)(=O)c1ccc(N=Cc2c(O)n(-c3ccccc3)c(=O)[nH]c2=O)cc1,-4,-32,3,14,12,6,-0.4,-3,5,7,-8
CN1CCN(Cc2cc3c(cc2[N+](=O)[O-])OCO3)CC1,2,-30,0,-8,5,21,1.3,-12,0,-37,1
CCCCn1c(O)c(C=NCCCN(CC)CC)c(=O)[nH]c1=O,/,1,3,1,-2,5,-2.6,3,2,8,21
COc1cccc(N2C(=O)NC(=O)/C(=C\c3ccc([N+](=O)[O-])s3)C2=O)c1,-5,1,/,-22,-4,4,0.1,17,-2,12,8
Cc1cccc(N2C(=O)NC(=O)C3(Cc4cc(C)ccc4N(C)C3)C2=O)c1 (stereo not drawn),/,-3,0,0,-1,10,-0.5,7,1,-7,-3
N=Cc1c(O)n(-c2cccc(Cl)c2)c(=O)[nH]c1=O,-5,-29,0,-1,-3,5,-2.3,0,4,13,1
CN(C)C(=O)Oc1ccc(C(=O)c2ccccc2)cc1,-7,-26,-1,-10,-3,-35,2.6,-145,4,-143,8
COc1ccc(Br)cc1CNCCc1cccc(Cl)c1,-2,-1,1,24,9,-4,-0.7,7,4,8,-2
CN1CCN(c2ccc([N+](=O)[O-])c(N3CCCCC3)c2)CC1,-2,8,4,8,-10,-6,-2.9,4,-7,4,-5
COc1ccc(NC(=O)CN2C3CCC2CC(O)(c2cccnc2)C3)cc1OC (stereo not drawn),/,9,2,-26,1,-2,-0.1,2,-2,9,-8
Cc1cccc(N2C(=O)NC(=O)/C(=C\c3cnc(-c4ccccc4)nc3)C2=O)c1,-4,23,1,-39,2,5,0.5,-17,-2,-8,-3
CCOP(=S)(NN(Cc1ccccc1)C(=O)c1ccccc1)OCC,-3,-7,0,3,4,-14,-1.5,21,-2,21,-22
CCn1c(=O)n(CC(=O)N2CCC3(CC2)OCCO3)c(=O)c2ccccc21,0,-3,-1,-3,5,0,-2.5,-2,-5,10,-8

# Part of the list above, reformatted:
SMILES | CaV13 ICDI inh | Shn3 inh set2 | NR2E3 ag-1 | NR2E3 ag-2 | H9c2 protect | TRPM1 prom inh | iPSC survival up | Peg3 prom inh | HTR2A ag | HIF-2a inh | PDI turbidity
CC1(C)NCCN2C(=O)CSC21 (stereo not drawn) | / | -2 | -2 | 0 | 6 | 1 | -2.5 | 25 | 10 | 10 | -10
CN1C(=O)C(=Cc2ccc(OCCN(C)c3ccccn3)cc2)C(=O)N(C)C1=O | -5 | -7 | 3 | -2 | -3 | -11 | 0.0 | -3 | 3 | 7 | 5

# More entries follow:
SMILES,CaV13 ICDI inh,Shn3 inh set2,NR2E3 ag-1,NR2E3 ag-2,H9c2 protect,TRPM1 prom inh,iPSC survival up,Peg3 prom inh,HTR2A ag,HIF-2a inh,PDI turbidity
O=C(O)CCn1cc(C=C2C(=O)NC(=S)NC2=O)c(-c2cc3ccccc3oc2=O)n1,-4,-15,/,9,4,12,1.2,-5,2,17,9
O=C(NCCN1CCC2(CC1)C(=O)NCN2c1cccc(F)c1)c1ccc2ccccc2c1,-6,/,/,30,/,/,-0.2,/,-6,-43,/
Cc1ccc(C)c(OCc2cc(C(=O)N3C[C@H]4C[C@@H](C3)c3cccc(=O)n3C4)no2)c1,-5,7,2,1,6,14,-0.1,-27,-2,-14,16
O=C(c1cc([N+](=O)[O-])ccc1N1CCNCC1)N1CCOCC1,-5,34,1,-10,9,5,1.5,14,0,13,0
Oc1cc2c(cc1CN1CCN(c3ccccc3)CC1)CCC2,-5,-3,-2,-3,-17,6,-3.2,-5,-5,3,-4
C[C@H](CO)N1C[C@H](C)[C@H](CN(C)C(=O)Oc2ccccc2)OCc2cnnn2CCCC1=O,-3,-15,/,-2,1,/,0.7,-7,0,8,-3
CCC1(OC(=O)CN)C(=O)OCc2c1cc1n(c2=O)Cc2cc3ccccc3nc2-1 (stereo not drawn),/,2,4,93*,5,80*,-0.9,84*,-1,34,2
CC(C)Cc1[nH]c(=O)c(C#N)c2c1CCC2,-3,-3,-1,14,5,-9,4.4,1,7,19,-1
CC12CCC3C(CCC4(O)CC(O)CCC34C=NO)C1(O)CCC2C1=COC(=O)C1 (stereo not drawn),-8,11,/,-7,-2,69*,-2.2,97*,-1,74*,-3
O=c1[nH]c(=O)n(Cc2ccco2)c(O)c1C=NCc1cccs1,-10,4,4,9,54*,-4,-1.8,5,4,10,-4
CCCCn1c(C)c(C(=O)OCC)c2c(CN3CCOCC3)c(O)ccc21,-8,16,4,9,0,-1,-0.3,-13,-2,24,-2
COC(=O)C1=C(c2ccccc2OCc2ccccc2)C[C@@H]2CC[C@H]1N2C(=O)NCc1cccc(C(F)(F)F)c1,-4,14,0,6,-2,7,3.2,35,-9,20,4
CCC(C)n1c(O)c(C=NC(C)c2ccccc2)c(=O)[nH]c1=S (stereo not drawn),-22,-18,3,-10,6,7,-0.5,3,4,15,7
Cc1ccc(C)c(-n2c(C)nc3ccccc3c2=O)c1,-5,-1,2,-16,3,/,0.3,3,1,6,2
COC(=O)C1=C(c2ccc(F)cc2F)C[C@@H]2CC[C@H]1N2C(=O)NCC1CC1,/,-4,1,4,2,-2,2.7,6,8,3,2
O=S1(=O)CCN(CCc2c[nH]c3ccccc23)CC1,0,-14,0,6,-1,-4,-0.7,-3,1,-1,4
COC(=O)C1=C(c2cccc(OC)c2OC)C[C@@H]2CC[C@H]1N2C(=O)NCc1ccc(F)cc1,-11,-7,-2,-15,5,2,0.1,-8,-6,5,-4
CCOc1cccc(N2C(=O)/C(=C/c3ccco3)C(=O)NC2=S)c1,-3,3,3,10,2,6,0.6,8,2,13,-15
COC(=O)C1=Nc2ccccc2/C1=C\c1c(O)n(-c2ccc(Br)cc2)c(=O)[nH]c1=O,-15,-4,-1,-20,2,6,1.1,25,2,23,6
CCCCCn1c(=O)c(C(=O)Nc2ncccc2C)c(O)c2ccccc21,-4,12,-3,7,-2,-1,-0.9,21,3,5,-2
CCN1c2nc3ccccn3c(=O)c2CC2(C(=O)N(C)C(=O)N(C)C2=O)C1C (stereo not drawn),-8,11,0,-11,2,11,1.3,-1,0,5,1
Cc1cccc(N2C(=O)NC(=O)/C(=C\c3cc(C)n(-c4sc5c(c4C#N)CCCC5)c3C)C2=O)c1C,-4,9,3,-23,-12,10,2.1,26,5,7,0
CCOC(=O)C1=C(N)OC2=C(C(=O)CCC2)[C@]12C(=O)N(CC(N)=O)c1ccccc12,-5,6,-3,-8,0,-17,0.2,15,-2,14,3
COc1ccccc1-n1c(-c2ccccc2)nc2ccccc2c1=O,-3,0,/,-12,1,/,1.3,10,0,15,-2
C=CCn1c(O)c(C(CC)=NCCc2ccccc2)c(=O)[nH]c1=O,-3,-13,-4,18,22,1,-1.7,-3,-7,-23,2
Cc1nc2ccccc2n1C1CCN(Cc2nnnn2CCc2ccccc2)CC1,-6,22,1,-14,-2,-11,-1.4,14,5,10,-4
Nc1ccc(Cc2ccc(N)cc2)cc1,-14,-5,/,0,5,2,-0.4,-9,-3,0,1
CCN1CCN(c2nc3ccccc3s2)CC1,-8,-52,1,-101,-7,-67,-1.0,-251,-5,-245,13

# Screening results deposited in PubChem BioAssay by several laboratories.
